E-sel inducer: E-selectin induction in HUVECs, primary screen, imaging, HUVEC, immunofluorescence imaging, single point. P16581. normalized: neutral wells 0, TNF-alpha wells 100. activation, % at 7.58 µM. hit rate 0.37% among 260,000;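 active means mean E-selectin-positive cell signal at least 10% of the positive control, reached in at least 60% of replicates, without over 20% cell loss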;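 further: in these data hits start at about 27%; measured in HUVEC primary endothelial cells; signal is the percent of cells scored E-selectin positive by PE staining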
Target sequence (P16581 whole entry, looked up): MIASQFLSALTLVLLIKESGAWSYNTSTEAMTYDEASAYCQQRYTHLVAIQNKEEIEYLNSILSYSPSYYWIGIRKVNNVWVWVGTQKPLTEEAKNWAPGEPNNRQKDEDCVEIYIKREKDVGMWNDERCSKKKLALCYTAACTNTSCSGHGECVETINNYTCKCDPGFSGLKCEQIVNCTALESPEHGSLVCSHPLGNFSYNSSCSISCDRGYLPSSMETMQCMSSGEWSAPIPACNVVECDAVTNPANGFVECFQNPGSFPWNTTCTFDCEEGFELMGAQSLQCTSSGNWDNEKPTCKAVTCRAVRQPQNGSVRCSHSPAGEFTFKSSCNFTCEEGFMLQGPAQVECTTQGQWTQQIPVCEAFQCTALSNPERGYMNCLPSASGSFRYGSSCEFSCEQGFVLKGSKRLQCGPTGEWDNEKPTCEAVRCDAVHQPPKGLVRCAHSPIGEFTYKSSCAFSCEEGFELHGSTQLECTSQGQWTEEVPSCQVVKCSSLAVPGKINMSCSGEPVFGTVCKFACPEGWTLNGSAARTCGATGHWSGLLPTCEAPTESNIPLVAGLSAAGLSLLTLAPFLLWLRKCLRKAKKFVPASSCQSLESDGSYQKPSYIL
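Read-out: % PE-positive cells | Test system: HUVEC | Doses: One compound dose added by pin transfer | Buffer or medium: EGM-2 over gelatin coat | Signal: Immunofluorescence imaging | Benchmarks: TNF-alpha, DMSO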
PglD DTNB: C. jejuni PglD acetyltransferase inhibitors, primary screen, biochemical, DTNB colorimetric, single point. purified PglD enzyme, DTNB colorimetric CoA detection. hit rate 0.098% among 360,000. inhibition, % at 12.5 µM. AID 602405, 2012; in the data active means inhibition above about 16%, passing the limit was not always enough; further: strong numbers were not always called active
miR-122 sensor: miR-122 Renilla sensor signal increase in Huh7, primary screen, miR-122 inhibitor project, cell-based, single point, plate reader. Huh7 miR-122 Renilla luciferase sensor, 48 h; neutral wells = 0, positive control = 100. activation (reporter increase), % at 12.5 µM. hit rate 0.3% among 340,000. AID 602342, 2012;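 active means mean replicate activation score at least 90 and every replicate individually at or above 90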;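 further: higher luciferase means less miR-122 activity so hits act as miR-122 inhibitors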
ERAP1 inh: human ERAP1 aminopeptidase inhibitors, primary screen, biochemical, single point, plate reader. Endoplasmic reticulum aminopeptidase 1 (Homo sapiens), Q9NZ08. recombinant ERAP1, Leu-AMC fluorescence, 60 min. inhibition, % at 10.7 µM. hit rate 0.15% among 340,000. AID 652197, 2013;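 active means mean replicate inhibition of at least 30%, or all replicates individually reaching that 30% level; inactive means mean below 30% and not every replicate reaching it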;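 further: 0% = neutral control wells and 100% = L-leucinethiol positive control wells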
PGC1a acetyl inh: inhibitors of PGC1a acetylation signal, primary screen, cell-based, U2OS, AlphaScreen, inhibitor mode; AlphaScreen anti-acetyl-lysine; with virally co-expressed GCN5 acetyltransferase; inhibition, % at 15.6 µM; hit rate 0.17% among 350,000;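 active means every replicate shows inhibition of at least 40%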;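 further: 0% = neutral control wells and 100% = positive control wells; some results beyond the cut were filed as inactive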
Cneo AK release: Cryptococcus neoformans cell lysis inducers, primary screen, AK release luminescence, single concentration; C. neoformans lysis, adenylate kinase release luminescence, 4 h; normalised: neutral wells 0, clomiphene wells 100; AID 651654, 2012; hit rate 0.2% among 360,000; lysis activity, % at 15 µM;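 active means mean lysis activity across replicates of at least 80%, whatever share of replicates individually reach that level; inactive means mean lysis activity below 80%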
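Material: C. neoformans cells; Schedule: 4 h static compound exposure, 37 °C, read 1 h post-reagent; Measured by: adenylate kinase release luminescence; Read-out: signal increase indicating cell lysis; Controls: Clomiphene as positive lysis control.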
RAD54 inh: inhibitors of human RAD54 branch migration, primary screen, biochemical, fluorescence, single point; RAD54 Holliday junction branch migration, FAM/BHQ fluorescence; hit rate 0.14% among 360,000; DNA repair and recombination protein RAD54-like (Homo sapiens), Q92698; inhibition, % at 10.4 µM;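 active means mean normalized replicate activity at least 40 and at least half of replicates scoring 40 or more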;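 further: 0% = median of neutral control wells and 100% = median of positive control wells; inhibitors cause a drop in the FAM fluorescence signal; in these data hits start at about 50%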
RAD52 inh: RAD52 DNA annealing inhibitors, primary screen, biochemical, FRET, single point, set 2 | DNA repair protein RAD52 homolog (Homo sapiens), P43351 | recombinant RAD52 DNA annealing, FRET fluorescence | inhibition, % at 18.7 µM | hit rate 0.46% among 360,000;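 active means every replicate showing at least 50% inhibition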
* marks the source's active call; other numbers are inactive results; . = no result given; & = joins results of further samples; [ ] = another dose, or the depositor's remark.

(1) COc1ccc(S(=O)(=O)Nc2ccc3c(c2)C(=O)N([C@@H](C)CO)C[C@@H](C)[C@@H](CN(C)C(=O)NC2CCCCC2)OCCCC[C@@H](C)O3)cc1
(2) C#CCNC(=O)C1=C[C@@H](c2cn(C(C)=O)c3ccccc23)C[C@@H](OCCCCO)O1
(3) COc1ccc(CN2CCC(C(=O)NCCc3ccc(OC)c(OC)c3)CC2)c(OC)c1
(4) O=C1CCC(C2CCc3cc(O)ccc3C2)C1 (configuration not stated)
(5) COc1ccccc1-c1cc(C(=O)NC2CCCC2)no1
(6) C[C@@H]1CN([C@H](C)CO)C(=O)c2cc(NS(=O)(=O)c3ccc(F)cc3)ccc2O[C@@H]1CN(C)Cc1ccccc1
(7) Cc1ccc(S(=O)(=O)N[C@H]2CC[C@H](CCNC(=O)c3ccc4c(c3)OCO4)O[C@@H]2CO)cc1
(8) Cc1ccccc1OCC(=O)NNC(=O)C1CC(=O)N(c2ccc3c(c2)OCCO3)C1 (configuration not stated)

Compound	1	2	3	4	5	6	7	8
E-sel inducer	.	0.1	.	0.0	.	0.0	-0.6	.
PglD DTNB	-1	-8	0	2	2	3	1	-2
miR-122 sensor	-8[16.7 µM]	.	-7	3	-2	6[16.7 µM]	.	0
ERAP1 inh	-1	-3&-5	.	1	-5	1	0	-1
PGC1a acetyl inh	-32	.	4	-10	-12	3	-8	-3
Cneo AK release	3	3&57	-2	0	0	1	53	-2
RAD54 inh	-1	10	-5	-6	-5	10	3	2
RAD52 inh	-41	-60&-30	.	8	7	0	-10	-6

(9) CC(C)(C)c1ccc(NC(=O)Nc2ccc(OCC(=O)N3CCOCC3)cc2)cc1
(10) c1cncc(-c2cccnc2)c1
(11) CCOc1ccc2c(c1)C(=O)C(=O)N2CC1COc2ccccc2O1 (configuration not stated)
(12) C[C@H](CO)N1C[C@H](C)[C@@H](CN(C)C(=O)Nc2ccc(C(F)(F)F)cc2)Oc2c(NC(=O)C3CCCCC3)cccc2C1=O
(13) CCCCN(C(=O)c1ccccc1Br)C(c1ccc(OC)cc1)c1nc2ccccc2[nH]1 (configuration not stated)
(14) COc1ccc(N(CC(=O)Nc2cccc(C(C)=O)c2)S(C)(=O)=O)cc1OC
(15) C[C@@H]1CN([C@@H](C)CO)C(=O)c2cc(NC(=O)CCCN(C)C)ccc2O[C@@H]1CN(C)Cc1ccc(Cl)c(Cl)c1
(16) CC(C)CC#Cc1ccc2c(c1)O[C@@H](CN(C)C(=O)NC(C)C)[C@@H](C)CN([C@@H](C)CO)S2(=O)=O

Compound	9	10	11	12	13	14	15	16
E-sel inducer	15	.	0.4	1.3&5.0	1.0	.	-0.2	0.0
PglD DTNB	.	5	4	1&-6	3	0	2	-1
miR-122 sensor	.	-6	-3	6[16.7 µM]	17	-2	-8[16.7 µM]	10[16.7 µM]
ERAP1 inh	-1	.	-3	5&0	3	.	0	0
PGC1a acetyl inh	5	-5	9	-1&-11	-3	2	-12	-1
Cneo AK release	.	-5	0	-1&-3	-29	-1	-1	-1
RAD54 inh	.	0	0	-4&-13	5	0	6	9
RAD52 inh	-15	.	-3	10&-1	-5	.	34	34

Molecules shown so far with nitrogen in an aromatic ring (4):
(2) C#CCNC(=O)C1=C[C@@H](c2cn(C(C)=O)c3ccccc23)C[C@@H](OCCCCO)O1
(5) COc1ccccc1-c1cc(C(=O)NC2CCCC2)no1
(10) c1cncc(-c2cccnc2)c1
(13) CCCCN(C(=O)c1ccccc1Br)C(c1ccc(OC)cc1)c1nc2ccccc2[nH]1 (configuration not stated)

Compound	2	5	10	13
E-sel inducer	0.1	.	.	1.0
PglD DTNB	-8	2	5	3
miR-122 sensor	.	-2	-6	17
ERAP1 inh	-3&-5	-5	.	3
PGC1a acetyl inh	.	-12	-5	-3
Cneo AK release	3&57	0	-5	-29
RAD54 inh	10	-5	0	5
RAD52 inh	-60&-30	7	.	-5

Full records as entered above. Order of values: E-sel inducer	PglD DTNB	miR-122 sensor	ERAP1 inh	PGC1a acetyl inh	Cneo AK release	RAD54 inh	RAD52 inh
c1cncc(-c2cccnc2)c1 in the list: .	5	-6	.	-5	-5	0	.
CC(C)CC#Cc1ccc2c(c1)O[C@@H](CN(C)C(=O)NC(C)C)[C@@H](C)CN([C@@H](C)CO)S2(=O)=O in the list: 0.0	-1	10[16.7 µM]	0	-1	-1	9	34
C[C@@H]1CN([C@@H](C)CO)C(=O)c2cc(NC(=O)CCCN(C)C)ccc2O[C@@H]1CN(C)Cc1ccc(Cl)c(Cl)c1 in the list: -0.2	2	-8[16.7 µM]	0	-12	-1	6	34

(more compounds)
(17) Cc1ccc(NC(=O)COC(=O)c2nn(-c3ccc(Cl)cc3)cc2O)cc1
(18) Cc1ccc(CNC(=O)C2CCC(=O)N(CCc3ccc(Cl)cc3)C2)cc1 (configuration not stated)
(19) CCc1cccc(OCC(=O)Nc2ccc(C(=O)O)cc2NC(=O)COc2cccc(CC)c2)c1
(20) CCC(=O)Nc1ccc(/C(C)=N/NC(=O)c2c(-c3ccccc3Cl)noc2C)cc1
(21) C[C@@H]1CN([C@@H](C)CO)C(=O)c2c(c3ccccc3n2C)-c2ccccc2CO[C@@H]1CN(C)C(=O)Nc1ccc(F)cc1
(22) C=CCN1C=C2C(=O)C(C)(OC(=O)CCC(=O)OC)C(=O)C=C2C=C1C1CC1 (configuration not stated)
(23) COc1ccccc1NS(=O)(=O)c1cc(NC(=O)C(C)NC(N)=O)ccc1N1CCCC1 (configuration not stated)
(24) Cc1cc(NS(C)(=O)=O)c(=O)n(Cc2cccc(C(F)(F)F)c2)c1

Compound	17	18	19	20	21	22	23	24
E-sel inducer	-0.1	.	-1.3	-1.5	3.0	.	0.0	-0.2
PglD DTNB	5	-2	9	0	3	0	0	2
miR-122 sensor	5	-3	-3	1	.	-2	78	-3
ERAP1 inh	0	1	2	3	0	1	1	13
PGC1a acetyl inh	-7	1	5	22	-71	3	-3	.
Cneo AK release	0	2	-5	4	1	-3	1	-2
RAD54 inh	6	-7	11	6	-7	-16	-1	2
RAD52 inh	-4	-6	-18	-17	15	-58	0	-30

(25) CN(C)S(=O)(=O)c1cccc(COC(=O)Cc2c(F)cccc2Cl)c1
(26) O=c1sc2ccccc2c(N2CCCCC2)c1[N+](=O)[O-]
(27) COC(=O)c1c(NC(=O)C(=O)N2CCCC2)sc2c1CC(C)(C)OC2
(28) O=[N+]([O-])c1ccc(-c2cn(-c3ccc(Cl)cc3)c(=S)[nH]2)cc1
(29) N#Cc1nc(-c2cccc3ccccc23)oc1N1CCCCC1
(30) CC(=O)c1ccc(-c2c(C)cc3oc(=O)cc(-c4ccccc4)c3c2C)cc1
(31) C[C@H]1CN([C@@H](C)CO)C(=O)c2cc(NS(=O)(=O)c3ccc(F)cc3)ccc2O[C@H]1CN(C)C(=O)Nc1cccc2ccccc12
(32) COc1ccc(CNC(=O)COc2ccc(S(=O)(=O)N3CCOCC3)cc2)cc1

Compound	25	26	27	28	29	30	31	32
E-sel inducer	0.2	-0.1	.	.	.	.	-0.2	0.5
PglD DTNB	2	-1	-1	12	3	-1	4	2
miR-122 sensor	-5	-9	5	1	-4	-7	0[16.7 µM]	-6
ERAP1 inh	-2	-8	2	.	.	.	0	1
PGC1a acetyl inh	13	6	48	-5	-4	.	3	.
Cneo AK release	3	3	-2	2	-1	1	-7	3
RAD54 inh	-1	2	-1	9	4	0	5	3
RAD52 inh	-14	-8	-9	.	.	-3	8	-3

(33) N#Cc1ccsc1NC(=O)c1ccccn1
(34) Cc1ccc(NC(=O)CSc2nnc(Cn3c(=O)sc4ccccc43)n2C)cc1Cl
(35) CC(C)CN1C(=O)[C@@]2(Cc3ccccc31)c1ccccc1C(=O)N(Cc1ccccc1Cl)[C@H]2c1ccc(CO)cc1
(36) CSc1nc2c(cnn2-c2ccccc2)c(=O)n1N
(37) CCN(CC)C(=O)CSc1nc2sc3c(c2c(=O)n1-c1ccc(C)cc1)CC(C)(C)SC3
(38) Cc1cc(C)nc(Sc2nc(Nc3ccccc3)nc(Sc3nc(C)cc(C)n3)n2)n1
(39) CCN(CC)S(=O)(=O)c1ccc(NS(=O)(=O)c2cccs2)cc1
(40) COc1ccc(COC(=O)C2CCN(S(=O)(=O)c3ccc(C)cc3)CC2)cc1

Compound	33	34	35	36	37	38	39	40
E-sel inducer	.	.	.	.	.	-0.1	.	-0.1
PglD DTNB	-1	13	1	.	1	-1	.	-5
miR-122 sensor	-12	.	.	3	-5	-4	-2	.
ERAP1 inh	.	-1	0	7	.	.	-3	-4
PGC1a acetyl inh	.	.	8	6	-7	2	-19	.
Cneo AK release	-1	-2	4	.	0	17	.	-8
RAD54 inh	-4	8	-2	.	0	-3	.	-6
RAD52 inh	.	-2	9	-1	.	.	-6	-2

(41) COc1ccc2c(c1)C(C)=CC(C)(C)N2C(=O)CSc1nnc(-c2ccc(C)cc2)o1
(42) NS(=O)(=O)c1ccc(CCNS(=O)(=O)c2cccc3nsnc23)cc1
(43) COc1ccc(NC(=O)C[C@H]2C(=O)N(c3ccc(Br)cc3)C[C@@H]2CSC)cc1
(44) Fc1ccc2nc3c(nc2c1)CCCC3
(45) C[C@H](CO)N1C[C@H](C)[C@H](CN(C)CC2CCCCC2)OCCCC[C@H](C)Oc2ccc(NC(=O)c3ccncc3)cc2C1=O

Compound	41	42	43	44	45
E-sel inducer	.	.	2.5	0.6	-0.1
PglD DTNB	-3	-1	6	-1	0
miR-122 sensor	-5	-4	3	3	1[16.7 µM]
ERAP1 inh	.	-4	.	-1	0
PGC1a acetyl inh	-11	6	-9	36	-1
Cneo AK release	-3	1	-1	0	2
RAD54 inh	-5	11	3	11	7
RAD52 inh	.	-13	-12	0	1

Compound activity from PubChem.
